Screening results from PubChem.
PKA-R1A activ: activators of PKA-R1A holoenzyme, primary screen, biochemical, fluorescence polarization, Cy5-IP20, bovine R1A, mouse PKAc. cAMP-dependent protein kinase type I-alpha regulatory subunit (Bos taurus) + …. PKA-R1A dissociation; scaled: DMSO 0%, 113 µM cGMP 100%. activation, % at 11.4 µM. 340,000 compounds, 0.083% hits. AID 504707, 2011;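 active = percent activation above the mean of all tested compounds plus 3 SD, cut at about 19% in these data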;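 note: higher means more PKAc released from R1A so a rise in polarization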
PfHsp90 set2: growth inhibition of PfHsp90-expressing yeast, primary screen, antimalarial PfHsp90 inhibitor project, S. cerevisiae, BacTiter-Glo luminescence, single point, set 2; BacTiter-Glo ATP, 48 h; yeast lacking PDR1 and PDR3 efflux regulators; inhibition, % at 9.4 µM; 310,000 compounds, 0.32% hits;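 active = every replicate shows inhibition above about 80%, whatever the replicate mean, limit read from the data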;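 note: 0% = DMSO neutral controls and 100% = 20 µM radicicol positive controls; yeast relying on Plasmodium falciparum Hsp90 in place of its own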
HTR5A ag ctr: HTR5A agonists in luminescence cell assay, primary screen, counter-screen for OPRM1-OPRD1 heterodimer agonist project, full-deck HTS; 340,000 compounds, 0.61% hits; 5-hydroxytryptamine receptor 5A (Homo sapiens), P47898; activation, % at 9.3 µM; cell-based; in the data active = activation mostly above about 9.5%, no sharp cut-off; inactive = mostly below about 7.6%;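 note: 0% = cells with vehicle only and 100% = reference agonist; strong numbers were not always called active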
AddAB inh: growth inhibition of E. coli expressing H. pylori AddAB, primary screen, AddAB inhibitor project, absorbance; 330,000 compounds, 0.29% hits; inhibition, % at 11.9 µM; AID 435030, 2010; in the data active = inhibition above about 12%;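 note: 0% = vehicle wells of infected cells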
HTR5A inv ctr: HTR5A inverse agonists in luminescence cell assay, primary screen, counter-screen for OPRM1-OPRD1 heterodimer inverse agonist project, full-deck HTS; 340,000 compounds, 0.083% hits; inhibition, % at 9.3 µM; HTR5A cell line, inverse agonism; 5-hydroxytryptamine receptor 5A (Homo sapiens), P47898; in the data active = inhibition mostly above about 23%, no sharp cut-off; inactive = mostly below about 18%;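 note: 0% = cells with DMSO and 100% = no-cell wells with DMSO; some compounds called inactive have numbers as strong as hits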
DSG3 Ab inh: inhibitors of pemphigus antibody binding to DSG3, primary screen, biochemical, bead-based, flow cytometry, scFv-GFP. Desmoglein-3 (Homo sapiens), P32926. DSG3-coupled beads, scFv-anti-DSG3-GFP binding; hits give low values. binding (percent of control), % at 10 µM. 310,000 compounds, 0.48% hits. AID 588358, 2011;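 active = binding more than 3 SD below its plate's average and above zero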;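 note: hits lower antibody fragment binding to DSG3; some compounds called inactive have numbers as strong as hits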
phage Ecoli inh: growth loss of phage-infected E. coli, primary screen, RecBCD inhibitor project, absorbance, with phage, HTS. AID 651602, 2012. inhibition, % at 11.9 µM. 360,000 compounds, 0.26% hits; in the data active = inhibition above about 11%
Ecoli viability: E. coli V3065 growth inhibition, primary screen, counter-screen for AddAB inhibitor project, absorbance, OD600; 330,000 compounds, 0.27% hits; 18 h; inhibition, % at 11.9 µM;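 active = inhibition above the campaign's mean inhibition across all tested compounds plus 3 SD, cut at about 9.9% in these data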;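 note: uninfected addAB+ strain grown without phage in ampicillin broth; 0% = DMSO wells and 100% = ciprofloxacin 0.95 µg/ml wells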
Mot1-301 SUMO: yeast Mot1-301 growth rescue at high temperature, primary screen, SUMOylation pathway inhibitor project, S. cerevisiae, ATP luminescence, 38.5C. 320,000 compounds, 1% hits. growth rescue, % at 18.8 µM. S. cerevisiae Mot1-301 growth rescue; percent above DMSO median, 100 means doubled. AID 2716, 2010;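 active = every valid replicate shows activation above 250% relative to neutral control wells; inactive = the rest, any valid replicate at or below 250%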;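 note: OY570 slx delta 5 strain wells were the positive control but not used for scaling; some compounds called inactive have numbers as strong as hits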
MOR-DOR ag: agonists of OPRM1-OPRD1 heterodimerization, primary screen, cell-based, luminescence; cells; activation, % at 9.3 µM; 340,000 compounds, 0.3% hits; in the data active = activation above about 18%;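 note: 0% = vehicle-treated cells and 100% = reference agonist; values of inactives mirror those of a sister screen read the other way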
Target sequence (P35372 whole entry, looked up): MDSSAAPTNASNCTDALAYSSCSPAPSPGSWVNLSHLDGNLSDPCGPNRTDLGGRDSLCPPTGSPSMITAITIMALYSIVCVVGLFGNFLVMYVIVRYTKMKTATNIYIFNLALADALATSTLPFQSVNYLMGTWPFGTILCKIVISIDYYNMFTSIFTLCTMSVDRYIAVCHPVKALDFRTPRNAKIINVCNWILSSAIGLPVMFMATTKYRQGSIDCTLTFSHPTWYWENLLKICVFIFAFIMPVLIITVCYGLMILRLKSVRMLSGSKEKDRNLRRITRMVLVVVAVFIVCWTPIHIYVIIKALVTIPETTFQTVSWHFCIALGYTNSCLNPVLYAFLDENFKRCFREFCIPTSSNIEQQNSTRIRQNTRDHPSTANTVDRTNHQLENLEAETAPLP
Target sequence (P41143 whole entry, looked up): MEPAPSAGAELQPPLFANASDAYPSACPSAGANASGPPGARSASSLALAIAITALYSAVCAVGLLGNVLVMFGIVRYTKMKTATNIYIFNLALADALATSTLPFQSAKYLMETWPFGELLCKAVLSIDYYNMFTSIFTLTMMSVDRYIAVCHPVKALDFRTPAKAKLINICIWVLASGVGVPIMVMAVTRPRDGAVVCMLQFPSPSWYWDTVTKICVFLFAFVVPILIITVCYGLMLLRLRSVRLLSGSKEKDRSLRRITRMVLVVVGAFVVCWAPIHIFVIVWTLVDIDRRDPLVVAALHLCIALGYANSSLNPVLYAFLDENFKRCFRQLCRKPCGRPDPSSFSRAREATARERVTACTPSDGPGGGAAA
MOR-DOR inv ag: inverse agonists of MOR-DOR heterodimerization, primary screen, cell-based, luminescence. 340,000 compounds, 0.21% hits. cell-based MOR-DOR heterodimer luminescence, inverse agonism. Mu-type opioid receptor (Homo sapiens) + Delta-type opioid receptor (Homo sapiens), …. inhibition, % at 9.3 µM; in the data active = inhibition above about 22%, passing the limit was not always enough;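 note: 0% = cells with DMSO and 100% = wells without cells with DMSO; values of inactives mirror those of a sister screen read the other way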
Starred values were filed as active, the others as inactive; x = not tested or not shown. The order is random; overall some 3.2% were active at least once.

SMILES	PKA-R1A activ	PfHsp90 set2	HTR5A ag ctr	AddAB inh	HTR5A inv ctr	DSG3 Ab inh	phage Ecoli inh	Ecoli viability	Mot1-301 SUMO	MOR-DOR ag	MOR-DOR inv ag
CC1CCN(S(=O)(=O)CCNC(=O)c2ccc(F)cc2)CC1	5	3	4	-0.8	-11	97	1.2	-0.5	-9	-1.8	12
Cc1cccc2c1ncc1c(=O)n(-c3ccccc3)[nH]c12	4	-16	2	1.2	-7	95	2.9	0.2	-7	-2.4	12
COc1cccc(N/C=C/C(=O)c2ccc(Br)cc2)c1	4	7	1	-0.5	-18	104	0.4	-1.3	-2	0.8	-5
C[C@H]1CC[C@]2(O[C@@H](CCO)C[C@H](O)[C@H]2O)O1	-2	15	1	4.8	-12	100	0.7	-0.8	185	-3.2	17
COc1ccc(-c2cc(C(=O)N3CCOCC3)c3cc(C)ccc3n2)cc1	-10	66	-2	3.1	-11	100	1.0	1.5	-8	-2.2	11
Cc1cccc(N(CC(=O)NCC2CCCO2)C(=O)CCC(=O)Nc2nccs2)c1 (centres undefined)	-2	-40	-1	-0.9	-1	104	1.4	-0.9	-18	-0.2	1
COc1cccc(CC(=O)Nc2ccc3nc(C)sc3c2)c1	-7	-125	-3	-3.0	7	90	5.2	-2.7	-1	-1.2	8
O=C1NC(=O)c2cc([N+](=O)[O-])cc3cccc1c23	-2	-9	-2	x	6	96	3.6	x	70	5.3	-25
O=C(Nc1ccccc1N1CCCCC1)c1ncoc1-c1ccc(F)cc1	-6	-8	2	-0.8	-8	97	-0.3	-2.8	-5	-0.2	1
CC1CCCCN1c1nnc(N)s1 (centres undefined)	4	-13	-1	0.4	8	100	0.0	-0.2	9	-1.4	8
COc1ccc(CNC(=O)C(=O)N2CCC3(CC2)OCCN3S(=O)(=O)c2ccc(C)cc2)cc1	0	x	-3	-2.1	9	97	2.0	0.4	7	-1.5	10
CN1C(=O)CC(N2CCC(c3nc4ccccc4[nH]3)CC2)C1=O (centres undefined)	3	0	-1	4.6	3	105	3.0	-1.5	3	-1.9	10
COc1ccc(/C=C/C(=O)OCC(=O)N(C)CC(=O)Nc2ccc(C)cc2)c(OC)c1	-12	18	-2	0.5	5	x	2.7	1.4	-15	0.0	0
Cc1cccc(C)c1NC(=O)c1c(C)nn(-c2ccccc2)c1Cl	-8	-16	9	-2.2	11	x	2.3	0.3	10	-1.8	9
CNc1cc(CSc2ccc(Cl)cc2)nc(C)n1	-8	-25	3	1.6	-10	104	2.0	-0.9	-9	-2.2	13
C=CCn1c(COc2cccc(C)c2)nnc1SCC(=O)NC(=O)NCc1ccco1	-10	16	-3	2.2	7	99	0.5	1.3	-4	1.3	-8
COc1cc(C(=O)Nc2cc(C(F)(F)F)ccc2N2CCOCC2)ccc1OCC(=O)N1CCOCC1	0	x	6	0.2	-16	102	-0.2	0.3	-12	-2.1	14
CC(C)c1ccccc1NC(=O)COC(=O)Cc1c[nH]c2ccccc12	-10	4	-1	0.9	4	104	3.4	0.8	291	-3.5	15
Cn1c(SCC(=O)N2CC(=O)Nc3ccccc32)nnc1C(F)(F)F	-10	-19	6	x	-14	102	1.8	x	x	-2.5	13
COc1ccc(NS(=O)(=O)c2cccc(C(=O)N(C)Cc3ccc(SC)cc3)c2)cc1	7	-17	0	-0.3	1	105	1.3	1.3	178	-2.1	14
CC(=O)Nc1ccc(S(=O)(=O)N2CCC(C(=O)N[C@@H](C)C(=O)NC3CCCC3)CC2)cc1	4	-8	5	3.0	-18	x	-0.6	0.8	24	-1.6	8
CC(=O)N(Cc1cccc(Br)c1)c1ccc(N2CCOCC2)c(Cl)c1	2	-13	3	-1.2	-5	112	1.6	-2.3	2	1.5	-7
COc1ccc(/C=C/c2ccncc2)cc1OC	-13	1	2	0.2	-6	x	5.5	-0.7	-3	-0.1	1
Fc1ccc(CSc2nnc(Cc3sc(-c4ccccc4)nc3-c3ccccc3)o2)cc1	0	x	3	2.0	-6	103	1.5	1.8	-11	-1.9	9
COc1ccc(CN(C)C(=O)Cc2c[nH]c3ccccc23)c(OC)c1OC	-2	8	2	x	-6	115	-0.6	x	10	1.0	-5
CC1(C)Cc2cccc(OCC(=O)Nc3cccnc3)c2O1	-4	x	10	0.7	-26	x	0.8	-1.5	-11	1.3	-8
C/C(=N/NC(=O)c1ccco1)c1cccc(NC(=O)c2ccc(C)s2)c1	2	-44	1	4.6	-14	91	5.0	1.6	15	0.3	-1
O=C(NCc1cccnc1)C1CCN(S(=O)(=O)c2cccs2)CC1	-2	14	1	1.9	-33	98	5.2	3.0	-8	0.4	-2
CCCC12CN3CC(C)(CN(C1)C3c1ccc(OC)cc1)C2=O (centres undefined)	6	12	10	0.0	-24	101	1.0	1.8	-8	-1.6	8
CNc1ccccc1NC(=O)C1CCCN1C(=O)OCc1ccccc1 (centres undefined)	-10	-1	3	4.7	-11	98	0.0	-0.8	34	-2.6	14
CCN(CC)c1ccc(N=Cc2ccccc2[N+](=O)[O-])cc1	-50	33	2	2.1	3	111	4.1	0.8	10	2.0	-11
CSCCC(NC(=O)OC(C)(C)C)C(=O)NC(CC(C)C)C(N)=O (centres undefined)	1	-5	3	2.4	3	111	1.6	-4.1	637	-0.3	1
CC1(C)NC(=O)N(CC(=O)OCC(=O)c2ccc(F)cc2)C1=O	11	11	-3	2.0	8	133	2.1	-0.2	43	-1.1	6
Cn1c(N)c(C(=O)Nc2ccc3ccccc3c2)sc1=S	-5	15	3	0.8	-24	98	0.5	-2.9	-13	1.4	-7
CCC(C)(C#CCN1CCCCC1)OC(C)=O (centres undefined)	-5	12	0	0.9	0	105	2.4	-0.5	-26	-1.5	9
Cc1ccc(S(=O)(=O)NCCCCCC(=O)Nc2nccs2)cc1	-9	-2	2	0.3	-25	104	0.5	2.9	10	4.9	-28
CCc1cc(CNC(=O)c2ccc(OC)c(OC3CCN(C(C)C)CC3)c2)on1	13	-4	3	1.0	6	105	3.6	1.5	-7	-3.9	22
O=C(O)c1ccc(Cn2cc(/C=C\[N+](=O)[O-])c3ccccc32)o1	-3	-7	-4	2.8	12	120	-0.9	0.7	5	-3.3	16
NNC(=O)c1cccnc1Oc1ccccc1	1	-3	1	1.8	-22	109	1.1	2.2	-23	-2.9	15
CC(C)Oc1ccc(S(=O)(=O)N2CCOCC2)cc1NC(=O)C1CCCC1	-4	-1	3	-2.1	-8	x	0.9	-0.7	36	2.7	-11
Oc1ccc(Br)cc1-c1nc2cnccn2c1NC1CCCCC1	-7	-92	0	0.6	6	97	1.6	-2.1	-7	7.5	-43
COCCOC(=O)c1[nH]c2c(c1C)C(=O)CC(c1ccc(OC)cc1)C2 (centres undefined)	-1	-7	3	3.3	-13	93	0.5	1.0	-13	-2.9	17
Cc1c(C(=O)NCc2ccccc2)cnn1-c1ccccc1	-4	-8	-1	2.1	15	107	2.2	3.3	-13	-1.5	8
COc1cccc(-c2nc3n(n2)C(c2ccc4c(c2)OCO4)C(C(N)=O)=C(C)N3)c1 (centres undefined)	-15	-14	1	2.8	-24	90	2.6	-0.1	-15	0.2	-1
CN1CC(=O)N(CC(=O)NCCc2ccc(F)cc2)c2ccccc2C1=O	2	-12	6	-1.4	-22	105	2.5	-3.1	13	-1.3	8

A few values from the entries so far.
O=C(O)c1ccc(Cn2cc(/C=C\[N+](=O)[O-])c3ccccc32)o1 | AddAB inh: 2.8
CCC(C)(C#CCN1CCCCC1)OC(C)=O (centres undefined) | HTR5A ag ctr: 0
Oc1ccc(Br)cc1-c1nc2cnccn2c1NC1CCCCC1 | MOR-DOR inv ag: -43
Cn1c(N)c(C(=O)Nc2ccc3ccccc3c2)sc1=S | MOR-DOR inv ag: -7

Gathered by group: those above containing a Cl atom (three)
SMILES	PKA-R1A activ	PfHsp90 set2	HTR5A ag ctr	AddAB inh	HTR5A inv ctr	DSG3 Ab inh	phage Ecoli inh	Ecoli viability	Mot1-301 SUMO	MOR-DOR ag	MOR-DOR inv ag
Cc1cccc(C)c1NC(=O)c1c(C)nn(-c2ccccc2)c1Cl	-8	-16	9	-2.2	11	x	2.3	0.3	10	-1.8	9
CNc1cc(CSc2ccc(Cl)cc2)nc(C)n1	-8	-25	3	1.6	-10	104	2.0	-0.9	-9	-2.2	13
CC(=O)N(Cc1cccc(Br)c1)c1ccc(N2CCOCC2)c(Cl)c1	2	-13	3	-1.2	-5	112	1.6	-2.3	2	1.5	-7

(continued)
SMILES	PKA-R1A activ	PfHsp90 set2	HTR5A ag ctr	AddAB inh	HTR5A inv ctr	DSG3 Ab inh	phage Ecoli inh	Ecoli viability	Mot1-301 SUMO	MOR-DOR ag	MOR-DOR inv ag
COC1=C(Nc2ccccc2OC)C(=O)c2ccccc2C1=O	x	-10	x	-2.9	x	94	2.2	-2.0	9	x	x
Cc1ccccc1-n1c(SCc2c(C)noc2C)nnc1-c1c[nH]c2ccccc12	-6	-7	0	3.2	14	119	1.3	-0.6	-11	-2.4	11
COc1cccc(C(=O)Nc2ccc(S(=O)(=O)Nc3onc(C)c3C)cc2)c1	2	-24	8	3.3	1	106	1.4	0.0	-18	-1.6	9
CC(C)C(OC(=O)CN1C(=O)c2ccccc2C1=O)C(=O)NC1CCCC1 (centres undefined)	5	-6	5	1.0	-16	98	-2.9	-3.5	67	0.0	0
Cc1ccc(/C=N/N2CCN(c3ccc(Cl)cc3)CC2)o1	0	-2	0	-0.6	-3	x	2.0	0.4	5	1.5	-7
CCOC(=O)c1sc(NC(=O)CSc2nnc(C(C)C)n2C)nc1C	-11	12	3	-3.3	-1	x	3.1	-0.3	5	-1.0	6
O=C(c1ccc(Cl)cc1)C1CCN(C(=O)C2CC2)CC1	4	-30	-4	3.5	4	99	x	-0.2	-16	-0.4	2
COc1ccc(-c2nn(CCC#N)cc2C(=O)Nc2cccc(C(=O)O)c2)cc1OC	6	-8	5	x	-14	112	-0.4	x	85	-2.0	10

Two entries from above, with bars between the fields.
SMILES | PKA-R1A activ | PfHsp90 set2 | HTR5A ag ctr | AddAB inh | HTR5A inv ctr | DSG3 Ab inh | phage Ecoli inh | Ecoli viability | Mot1-301 SUMO | MOR-DOR ag | MOR-DOR inv ag
COc1cccc(C(=O)Nc2ccc(S(=O)(=O)Nc3onc(C)c3C)cc2)c1 | 2 | -24 | 8 | 3.3 | 1 | 106 | 1.4 | 0.0 | -18 | -1.6 | 9
O=C(c1ccc(Cl)cc1)C1CCN(C(=O)C2CC2)CC1 | 4 | -30 | -4 | 3.5 | 4 | 99 | x | -0.2 | -16 | -0.4 | 2
